# NR2E3 ag-1: NR2E3 (human) agonism | inhibition of corepressor binding, % at 4.78 µM | 320,000 compounds, 0.12% hits | AID 2300 | GST-NR2E3/biotin-RetCOR TR-FRET, 1536-well;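 active = percent inhibition above the cutoff of mean plus 3 SD of all tested compounds, set per screening campaign, cut at about 20% in these data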;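 note: 0% = DMSO wells and 100% = biotin wells as full block of FRET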
#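 Test system: GST-NR2E3 and biotin-RetCOR proteins | Quantity: 1.35 nM GST-tagged NR2E3 final | Medium: Tris pH 7.5 | Also added: 7 nM biotin-RetCOR | Dosing: Compound at 4.8 µM, single dose | Timing: 5 h at 4 °C | Detection: Time-resolved FRET | Read-out basis: Percent inhibition | Benchmarks: Biotin wells as high control, 0.6% DMSO wells as low control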
# HIF-2a inh: HIF-2a inhibition. 786-0 RCC cells HIF-2a reporter, luciferase luminescence, overnight. inhibition, % at 18.8 µM. 360,000 compounds, 0.72% hits. AID 624352;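 active = inhibition of the luminescence signal of 40% or more relative to plate controls, in a single-dose primary screen at 18.75 µM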
# Shn3 inh set2: inhibitors of Schnurri-3 3'UTR reporter in osteoblasts; Clone20 osteoblast Shn3 3'UTR firefly luciferase, 24 h; inhibition, % at 12.5 µM; 360,000 compounds, 0.52% hits;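 active = mean inhibition of at least 75% with every replicate also reaching 75%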;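 note: 0% = median of neutral control wells and 100% = pilot-screen positive control compound; some compounds past the cut are filed as inactive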
# PDI inh: blocks human protein disulfide isomerase activity | PDI insulin aggregation turbidity, A650, 90 min | P07237 | 350,000 compounds, 0.052% hits | AID 588391 | inhibition, % at 10 µM;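 active = mean inhibition across replicates of 30% or more, whatever share of single replicates reach that level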;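 note: absorbance from insulin aggregation driven by PDI reduction with DTT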
# Target sequence (P07237 whole entry, looked up): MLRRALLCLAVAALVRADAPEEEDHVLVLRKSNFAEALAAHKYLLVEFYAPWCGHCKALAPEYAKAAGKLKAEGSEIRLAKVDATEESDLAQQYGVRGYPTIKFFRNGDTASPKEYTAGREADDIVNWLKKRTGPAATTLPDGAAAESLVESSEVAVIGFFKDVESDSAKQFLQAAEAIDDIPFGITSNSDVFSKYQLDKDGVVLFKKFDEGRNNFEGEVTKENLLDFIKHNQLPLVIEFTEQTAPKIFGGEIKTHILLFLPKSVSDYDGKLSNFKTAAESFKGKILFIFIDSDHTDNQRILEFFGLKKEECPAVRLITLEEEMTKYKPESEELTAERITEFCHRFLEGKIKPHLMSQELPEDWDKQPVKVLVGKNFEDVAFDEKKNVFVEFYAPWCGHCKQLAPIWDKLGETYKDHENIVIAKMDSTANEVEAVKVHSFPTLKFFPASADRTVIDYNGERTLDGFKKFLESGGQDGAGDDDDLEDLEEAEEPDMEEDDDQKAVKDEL
# Peg3 prom inh: Peg3 promoter activity inhibition | HeLa PEG-Prom luciferase reporter, luminescence, overnight | inhibition, % at 20 µM | 360,000 compounds, 1.7% hits | AID 588405;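 active = inhibition of at least 50% at 20 µM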
# iPSC survival up: hiPSC single-cell survival enhancement. ATPlite luminescence; 100% = ROCK inhibitor wells, 0% = DMSO. AID 602274. survival enhancement, % at 20 µM. 360,000 compounds, 0.044% hits; in the data active = survival enhancement above about 18%;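 note: cells exposed to compounds for 16 hours before the ATP read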
# HTR2A ag: agonists of mouse serotonin 5-HT2A receptor (HTR2A); P35363; CHO-K1 mHTR2A beta-arrestin complementation, luminescence; percent of 30 µM serotonin response; AID 624169; activation, % at 7.6 µM; 360,000 compounds, 0.66% hits;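 active = activation above a run cutoff, the mean activation of all tested compounds plus 3 SD, cut at about 14% in these data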;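 note: 0% = plate median of compound wells and 100% = 30 µM serotonin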
# Target sequence (P35363 whole entry, looked up): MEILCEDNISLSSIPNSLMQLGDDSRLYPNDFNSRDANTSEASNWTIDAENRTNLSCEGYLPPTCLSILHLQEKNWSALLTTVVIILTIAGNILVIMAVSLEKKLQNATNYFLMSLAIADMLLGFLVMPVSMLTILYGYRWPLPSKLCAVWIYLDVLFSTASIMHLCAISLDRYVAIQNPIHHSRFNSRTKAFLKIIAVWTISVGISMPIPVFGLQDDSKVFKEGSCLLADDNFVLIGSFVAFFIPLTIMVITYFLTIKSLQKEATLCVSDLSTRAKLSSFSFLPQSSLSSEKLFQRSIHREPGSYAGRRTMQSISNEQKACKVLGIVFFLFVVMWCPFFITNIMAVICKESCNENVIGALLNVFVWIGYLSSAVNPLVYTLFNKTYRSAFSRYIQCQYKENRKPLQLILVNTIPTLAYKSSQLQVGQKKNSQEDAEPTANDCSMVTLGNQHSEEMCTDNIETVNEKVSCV
# MITF TRPM1 inh: reduces MITF-dependent TRPM1 promoter luciferase signal | SK-MEL-5 TRPM1 promoter luciferase, 24 h | 330,000 compounds, 0.83% hits | AID 488899 | inhibition, % at 12.5 µM;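 active = mean inhibition across replicates of 60% or more, whatever share of single replicates reaches that level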; note: values of inactives mirror those of a sister screen read the other way
# NR2E3 ag-2: human photoreceptor-specific nuclear receptor agonism; CHO-S Gal4-NCOR/VP16-NR2E3 two-hybrid, luciferase; Q9Y5X4; AID 602229; inhibition of corepressor binding, % at 3.98 µM; 360,000 compounds, 0.35% hits;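 active = inhibition above the mean of all tested compounds plus 3 SD, cut at about 70% in these data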;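 note: 0% = DMSO with NR2E3 transfected cells and 100% = cells lacking NR2E3 construct; higher means lower luciferase signal from less NR2E3 corepressor binding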
# CaV13 FRET inh: Disruptors of the CACNA1D IQ motif to Ca2+-dependent inactivation inhibitor domain association, primary screening, Förster resonance energy transfer in intact living …; HEK cells, CFP/YFP FRET ICDI-IQ, plate reader, 10 min; percent FRET-ratio fall versus neutral wells; inhibition, % at 12.3 µM; 340,000 compounds, 0.098% hits; AID 743397;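 active = mean replicate inhibition of at least 30% and at least 1% of replicates passing that level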;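 note: 0% = median of the neutral control wells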
# Cardio protect: modulators protecting cardiomyocytes from myocardial damage | 360,000 compounds, 0.63% hits | protection from H2O2 cell death, % at 20 µM | H9c2 cardiomyocytes, H2O2 injury protection, ATPLite, 2 h;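 active = compounds giving at least 50% protection of heart cells from peroxide-induced death in the single-dose screen, raw or plate-pattern-corrected value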;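 note: 0% = DMSO wells with peroxide and 100% = DMSO wells without peroxide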
# * = called active by the depositor; . = not tested or not shown.
SMILES,NR2E3 ag-1,HIF-2a inh,Shn3 inh set2,PDI inh,Peg3 prom inh,iPSC survival up,HTR2A ag,MITF TRPM1 inh,NR2E3 ag-2,CaV13 FRET inh,Cardio protect
O=C(CCc1nc(-c2ccccc2)c(-c2ccccc2)o1)OCc1ccc(Br)cc1,3.4,12.6,1.3,15.3,23.4,4.2,2.7,4.7,-4.8,-4.5,-3.0
COc1ccc(CCNC(=O)c2ccc3c(c2)N(Cc2ccc(F)cc2)CCS3)cc1OC,-0.3,21.5,6.0,1.2,30.5,-0.1,-3.3,5.0,-2.5,-7.2,11.9
CC(=O)Nc1ccc(NC(=O)CCC(=O)OCC(=O)c2ccc(C)c([N+](=O)[O-])c2)cc1,-0.9,15.4,-1.2,0.2,21.9,2.3,-1.0,3.7,6.4,-4.2,3.4
O=C1CSC(c2nn(-c3ccccc3)cc2-c2cc3ccccc3oc2=O)N1Cc1ccco1 (configuration not stated),4.8,16.1,3.4,-3.8,14.0,-1.2,-0.5,9.1,-4.6,-2.8,19.9
CC(C)c1c(C(=O)N/N=C/c2ccc(OCc3ccc(F)cc3)cc2)nnn1-c1nonc1N,-1.4,-16.6,3.8,-10.4,-69.4,-0.5,-1.4,-46.3,-24.1,-5.9,-5.7
O=C(Nc1ccc(Cl)c([N+](=O)[O-])c1)ONC1=NCCCCC1,1.5,6.2,-0.9,3.8,5.2,0.3,-1.1,2.8,-32.6,.,-16.2
CN[C@H]1C[C@H]2c3cc(Oc4ccccc4C)ccc3CCN2C(=O)[C@H]1[C@H](C)O,.,8.1,2.3,.,-28.3,-0.3,0.5,.,-11.7,-6.3,-0.1
C=CCc1cc(Cl)ccc1OCCN1CC(C)OC(C)C1 (configuration not stated),0.4,6.9,4.2,-3.0,22.1,-0.3,-5.0,-5.9,-4.6,-1.6,-5.5
CC(=O)Nc1ccc(NS(=O)(=O)c2ccc(C)cc2)c([N+](=O)[O-])c1,-0.5,12.3,-2.4,0.4,6.3,0.4,-0.5,2.6,20.9,-6.9,-3.9
CN1CCN(c2ccc(NC(=O)c3ccc4c(c3)OCCO4)cc2)CC1,2.3,-128.5,-25.9,-4.2,-145.1,-0.3,-4.3,-15.1,-108.5,-2.7,-7.4
COc1c(Cl)cc(Cl)cc1/C=C/C(=O)c1ccc(NC(=O)c2cccs2)cc1,-2.4,87.3*,68.9,-6.3,100.3*,-1.8,-4.0,68.1*,-67.5,-16.8,-19.2
CN(CCCC(=O)NCc1ccco1)S(=O)(=O)c1ccccc1,2.8,7.6,14.3,-18.1,6.2,-2.1,-1.7,0.7,-5.4,-6.6,5.3
CCOc1cc(C(=S)N2CCCCC2)ccc1OCC(=O)NCc1ccccc1,9.3,1.7,25.2,-7.1,11.8,2.7,1.9,6.8,-21.3,-4.0,-4.1
CCN(CC)C(=O)CSc1nnc(-c2ccccc2)n1N,-2.6,8.1,-3.7,1.5,-6.0,-1.2,2.1,2.5,-37.8,.,-3.9
COc1ccc(C)cc1N(C(=O)c1ccc(F)cc1)c1nc2ccccc2s1,-2.8,7.6,25.7,-1.9,18.1,0.9,2.8,11.2,7.2,-4.9,-17.3
CC1CC(C)CN(C(=O)Cn2cc(C=O)c3ccccc32)C1 (configuration not stated),-1.2,12.2,-38.5,-0.8,15.4,0.6,5.7,-3.0,-1.1,-6.4,-1.8
CC(=O)Nc1ccc(NC(=O)C(C)Sc2nnc(-c3cccs3)o2)cc1 (configuration not stated),0.5,12.3,-5.6,8.1,15.2,0.3,1.4,9.1,-39.5,4.2,0.2
CCc1ccc(CNC(=O)C2CC(=O)N(CCc3ccc(C)cc3)C2)cc1 (configuration not stated),1.6,-8.5,-15.3,-5.1,7.8,0.0,1.4,-5.4,-9.2,-5.1,3.1
Cc1ccc2nc(Cl)c(C3CC(c4cccs4)=NN3S(C)(=O)=O)cc2c1 (configuration not stated),-0.7,-47.4,0.3,-6.8,-31.4,3.1,2.3,-23.5,-21.2,-4.9,-6.0
O=S(=O)(c1ccc(F)cc1)N1CCN=C1SCc1cccnc1,1.1,5.9,12.5,19.3,6.7,2.4,7.4,17.6,4.0,4.4,-1.2
CCOC(=O)Nc1ccc(S(=O)(=O)Nn2cnnc2)cc1,0.4,0.1,9.9,2.7,15.1,2.5,3.5,4.9,-1.6,-7.1,1.1
COC(=O)C1C(=O)NCC1c1ccccc1 (configuration not stated),-0.2,12.2,1.8,-9.4,4.8,-2.4,-3.8,-13.3,1.3,-4.5,-3.7
CC1CN(C(=S)SCC(=O)c2ccc(Cl)cc2)CC(C)O1 (configuration not stated),-5.2,-58.9,-37.7,6.6,-43.0,1.2,7.1,-11.4,-22.9,-2.2,-7.5
CC(=O)OCC1OC(n2c3c(cc(C#N)c2=S)CCCC3)C(OC(C)=O)C(OC(C)=O)C1OC(C)=O (configuration not stated),.,8.8,7.8,3.5,8.0,-1.1,-4.3,1.3,1.5,-6.4,2.7
O=C(NC(=O)N1CCN(c2ccc(F)cc2)CC1)c1ccccc1,-0.1,-14.4,0.7,0.2,3.0,1.1,2.1,8.4,3.2,-9.4,2.2
COc1cc(S(=O)(=O)N(C)C)ccc1Br,2.3,-0.1,10.5,2.3,18.9,0.0,-3.3,3.2,-18.9,-5.1,-1.0
CC1(C(=O)NS(=O)(=O)c2ccc(Br)cc2)CCN1C(=O)CC1CCCCC1 (configuration not stated),.,10.1,-10.5,8.2,11.9,3.4,4.4,.,16.1,-4.8,4.9
CCOc1cc(C=NN=C2c3ccccc3-c3ccccc32)ccc1O,.,-70.0,5.8,-3.8,-45.2,5.0,3.1,-10.0,-28.2,-5.8,4.8
Cc1ccccc1-n1nnnc1SCC(=O)NCC1CCCO1 (configuration not stated),-2.5,7.1,3.1,-7.0,-5.4,-0.1,-1.1,-18.3,-4.8,-2.0,3.2
C=CCC[C@H](Cc1ccc(F)cc1)C(=O)OC[C@@H](C)NC(=O)[C@H](CC=C)CC(=O)NCCO,.,0.1,-10.3,-3.6,-17.5,-2.5,9.4,-4.3,-15.6,-9.6,12.6
CC(=O)c1ccc(-n2nncc2-c2ccc([N+](=O)[O-])cc2)cc1,0.5,9.7,-13.6,-3.3,-13.3,0.0,1.6,5.7,-4.4,-3.7,-1.7
COc1ccccc1C1CC(=O)NC(C)=C1C(=O)OC(C)C (configuration not stated),-2.7,16.4,1.6,5.8,7.8,0.0,-4.4,3.0,4.9,-7.0,-2.6
CCOc1ccc(C(c2c(C)[nH][nH]c2=O)c2c(C)[nH][nH]c2=O)cc1OC,2.3,-4.8,10.3,-9.6,-3.2,2.0,-2.0,15.7,-5.5,-4.7,0.5
N#Cc1ccc(CN2CCN(CC(=O)Nc3ccccc3C(=O)NC3CC3)CC2)cc1,0.2,10.4,-7.0,20.0,-2.8,-0.3,1.6,-4.9,-30.7,-5.2,6.1
COc1ccccc1CNc1nc(Nc2ccccc2-n2cccn2)c2sccc2n1,.,24.3,69.3,-4.8,28.6,-0.5,-5.6,.,-5.5,-6.1,-16.2
Cc1ccc(S(=O)(=O)N2CCC(C(=O)N/N=C/c3cccn3C)CC2)cc1,.,11.7,17.8,8.7,19.6,6.5,-3.0,12.7,23.5,-5.2,0.1
O=C1C2CCCN2C(c2ccc(Cl)cc2)N1c1nccs1 (configuration not stated),-0.6,-0.2,-31.8,-2.5,5.7,-0.8,0.9,2.4,-0.3,-5.4,4.7
CN(C)S(=O)(=O)c1ccc(N2CCCC2)c(C(=O)N2CCN(c3ccc([N+](=O)[O-])cc3)CC2)c1,-1.8,11.7,9.8,-14.4,21.6,-1.2,-3.7,2.2,-12.7,3.3,3.5
Cc1cccc2c1c(N=NC(N)=S)c(O)n2C1OC(CO)C(O)C(O)C1O (configuration not stated),0.6,18.0,8.5,-0.9,17.6,0.1,3.0,6.5,10.4,-2.4,-2.7
CC1CCCCC1NC(=O)Cn1cc([N+](=O)[O-])ccc1=O (configuration not stated),-3.1,3.8,-1.9,-0.8,7.0,0.3,-3.0,-7.6,18.6,-6.2,15.7
CCOC(=O)C1CCN(C(=O)NS(=O)(=O)c2ccc(C)cc2)CC1,1.7,9.5,25.4,5.1,22.0,0.9,6.5,5.0,-13.4,-5.2,-0.3
CN(CC(=O)Nc1ccccc1C(F)(F)F)C(=O)c1cc2c(s1)CCCCC2,3.4,-17.8,18.6,7.4,5.9,0.2,1.4,-7.5,27.2,.,-8.9
O=S1(=O)CCN(C2CCCCCC2)CC1,.,10.4,-1.5,6.0,2.1,2.4,2.7,.,4.2,-5.3,-1.5
Cc1cccc(NC(=O)CC(C)S(=O)(=O)c2ccc3c(c2)NC(=O)CO3)c1C (configuration not stated),2.4,-6.3,0.6,-3.1,-17.9,-0.6,-3.3,-5.1,-0.7,-7.2,1.5
CCOC(=O)c1c(NC(=O)CN2CCCCC2)sc2c1CCN(C(=O)OCC)C2,3.7,-6.8,8.4,3.1,4.4,0.8,1.2,0.2,4.3,-7.6,-5.3
O=C(c1ccc2c(c1)OCO2)C1CCCN(Cc2c(F)ccc(F)c2F)C1 (configuration not stated),0.7,4.0,-7.3,-7.7,2.2,-0.3,-0.6,-4.7,-8.7,-4.2,-0.9
Cc1ccc(S(=O)(=O)N2CCCCC2)cc1C(=O)NCCC1=CCCCC1,-0.7,10.7,7.6,-3.1,13.1,-0.3,-10.1,7.1,-6.0,.,-8.5

# Structural class, the entries above containing a thiophene ring, fused or not.
SMILES,NR2E3 ag-1,HIF-2a inh,Shn3 inh set2,PDI inh,Peg3 prom inh,iPSC survival up,HTR2A ag,MITF TRPM1 inh,NR2E3 ag-2,CaV13 FRET inh,Cardio protect
COc1c(Cl)cc(Cl)cc1/C=C/C(=O)c1ccc(NC(=O)c2cccs2)cc1,-2.4,87.3*,68.9,-6.3,100.3*,-1.8,-4.0,68.1*,-67.5,-16.8,-19.2
CC(=O)Nc1ccc(NC(=O)C(C)Sc2nnc(-c3cccs3)o2)cc1 (configuration not stated),0.5,12.3,-5.6,8.1,15.2,0.3,1.4,9.1,-39.5,4.2,0.2
Cc1ccc2nc(Cl)c(C3CC(c4cccs4)=NN3S(C)(=O)=O)cc2c1 (configuration not stated),-0.7,-47.4,0.3,-6.8,-31.4,3.1,2.3,-23.5,-21.2,-4.9,-6.0
COc1ccccc1CNc1nc(Nc2ccccc2-n2cccn2)c2sccc2n1,.,24.3,69.3,-4.8,28.6,-0.5,-5.6,.,-5.5,-6.1,-16.2
CN(CC(=O)Nc1ccccc1C(F)(F)F)C(=O)c1cc2c(s1)CCCCC2,3.4,-17.8,18.6,7.4,5.9,0.2,1.4,-7.5,27.2,.,-8.9
CCOC(=O)c1c(NC(=O)CN2CCCCC2)sc2c1CCN(C(=O)OCC)C2,3.7,-6.8,8.4,3.1,4.4,0.8,1.2,0.2,4.3,-7.6,-5.3

# Assay outcomes from PubChem.
